MgcRacGAP inhibition = MgcRacGAP GTPase-activating activity inhibitors, confirmation, biochemical, ADP Hunter fluorescence; inhibition, % at 30 µM; hits with a dose series show IC50 in µM; 340,000 compounds, 0.6% hits; AID 624330, 2012; MgcRacGAP-stimulated Rac1 GTP hydrolysis, ADP Hunter fluorescence; higher % means a stronger effect; GST-tagged Rac1 F28L mutant substrate;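 active = first-screen hits whose inhibition reached a set limit at any dose in the follow-up dose series; inconclusive = inhibition above the set first-screen limit but never retested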;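 also: fluorescence reports GDP produced by GAP-driven GTP hydrolysis; strong numbers were not always called active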
HIV fusion peptide = inhibitors of HIV fusion peptide binding, primary screen, biochemical, uHTS, fluorescence dequenching (AID 1986). cell-free peptide binding, fluorescence dequenching, 30 min; higher % means a stronger effect. 290,000 compounds, 0.3% hits. inhibition, % at 20 µM, or IC50 in µM where a hit was titrated; in the data active = inhibition mostly above about 52%, no sharp cut-off; inactive = mostly below about 76%; also: some results filed as inactive read as strong as hits
GPR55 antagonists = GPR55 antagonists blocking LPI-driven arrestin recruitment, primary screen, imaging, U2OS, beta-arrestin-GFP, LPI agonist (AID 2013); one-dose inhibition, % at 10 µM; IC50 in µM for titrated hits; 290,000 compounds, 0.13% hits; U2OS GPR55 beta-arrestin-GFP translocation imaging, LPI antagonism; higher % means a stronger effect; G-protein coupled receptor 55 (Homo sapiens);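 active = spots per cell inhibited over 60%, with over 100 cells counted and total cytoplasm intensity under 500,000; inconclusive = wells with under 100 cells, flagged as likely toxic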;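 also: U2OS cells stably carrying GPR55 and arrestin-GFP stimulated by 5 µM LPI near EC80; imaged beta-arrestin-GFP aggregate spots per cell after agonist stimulation; plate controls were LPI-stimulated DMSO wells for no effect and DMSO wells without LPI for full effect; some results filed as inactive read as strong as hits; confirmed hits need IC50 under 10 µM and bright autofluorescent wells are also inconclusive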
SV40 large T antigen = SV40 large T antigen inhibitors, biochemical (AID 1903). 310,000 compounds, 0.39% hits. inhibition, % at 20 µM, or IC50 in µM where a hit was titrated. SV40 large T antigen ATPase/helicase inhibition assay; higher % means a stronger effect; in the data active = a potency from the dose series; inconclusive = inhibition mostly from about 32% at the one dose, without a potency; inactive = the rest, 99 in 100 with inhibition below about 32%; also: strong numbers were not always called active
KOR beta-arrestin-1 = KOR antagonists, beta-arrestin recruitment, cell-based, luminescence, uHTS (AID 1778); Kappa-type opioid receptor (Homo sapiens); KOR beta-arrestin recruitment, luminescence, antagonist mode; higher % means a stronger effect; inhibition, % at 10 µM; hits with a dose series show IC50 in µM; 290,000 compounds, 0.091% hits; also: strong numbers were not always called active
GPR55 activation = GPR55 agonists via beta-arrestin recruitment, primary screen, imaging, U2OS cells, beta-arrestin-GFP redistribution (AID 1961) | 290,000 compounds, 0.048% hits | U2OS GPR55 beta-arrestin-GFP redistribution imaging; higher % means a stronger effect | activation, % at 10 µM, or EC50 in µM where a hit was titrated | G-protein coupled receptor 55 (Homo sapiens);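 active = activation above 40% with more than 50 cells counted in the well; inconclusive = wells holding fewer than 50 cells, flagged as toxic or sparse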;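 also: U2OS osteosarcoma cells stably expressing GPR55 and beta-arrestin-GFP; plate controls were DMSO negative control for no effect and LPI positive control for full effect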
KOR beta-arrestin-2 = KOR agonists, beta-arrestin recruitment, primary screen, cell-based, luminescence, uHTS (AID 1777). activation, % at 10 µM, or EC50 in µM where a hit was titrated. Kappa-type opioid receptor (Homo sapiens). KOR beta-arrestin recruitment, luminescence; higher % means a stronger effect. 280,000 compounds, 0.02% hits; in the data active = activation above about 50%, passing the limit was not always enough; also: a part of the inactive calls stands beside numbers as strong as those of hits
NOD1 NF-kB reporter = NOD1 signaling inhibitors, primary screen, cell-based, luminescence, uHTS (AID 1578) | 290,000 compounds, 1% hits | NOD1-driven NF-kB luciferase reporter cells, luminescence; higher % means a stronger effect | inhibition, % at 4 µM, or EC50 in µM where a hit was titrated; in the data active = inhibition mostly above about 36%, no sharp cut-off; inactive = mostly below about 34%;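 also: HEK-293T reporter cells stimulated with the NOD1 agonist gamma-tri-DAP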
NOD2 inhibition = NOD2 signaling inhibitors, cell-based, luminescence, uHTS, HEK293 (AID 1566) | HEK293 NOD2/NF-kB luciferase reporter, luminescence; higher % means a stronger effect | inhibition, % at 4 µM; hits with a dose series show EC50 in µM | 290,000 compounds, 0.63% hits; also: many of its hits are not listed in these tables
Numbers without * were called inactive; ? = inconclusive; · = not tested or not shown; [ ] = dose if it differs, or a comment. Rule as the data show it, unless noted: active = inhibition above about 50%; inactive = the rest.

SMILES | MgcRacGAP inhibition | HIV fusion peptide | GPR55 antagonists | SV40 large T antigen | KOR beta-arrestin-1 | GPR55 activation | KOR beta-arrestin-2 | NOD1 NF-kB reporter | NOD2 inhibition
CCCc1cc(C(=O)N2CCN(C(c3ccccc3)c3ccccc3)CC2)no1 | 1% | -2.1% | 14% | 3% | -22% | -0.3% | -2.1% | 15% | 23%
O=C(CSc1nnc(-c2cccc(Cl)c2)o1)Nc1ccc2c(c1)OCCO2 | 7% | 0.0% | -8% | 11% | -7% | 0.1% | 3.3% | -22% | 15%
O=C(COC(=O)c1cc([N+](=O)[O-])ccc1N1CCOCC1)NCc1ccc(F)cc1 | 6% | -0.2% | -11% | 11% | 2% | -0.1% | 1.6% | -10% | 11%
O=c1c2cc(Br)ccc2nc(-c2ccc([N+](=O)[O-])cc2)n1O | 2% | 10% | -2% | 5% | -30% | 1.1% | -1.5% | 23% | 31%
Cc1ccc(-c2csc(NC(=S)NC(=O)c3cc4ccccc4o3)n2)cc1 | 9% | -0.5% | 1% | 0% | -32% | -0.3% | 6.5% | -22% | 8%
Cc1cc(C)nc(SCc2ccc(Br)cc2)n1 | 7% | -0.8% | 9% | 5% | 6%[20 µM] | 1.7% | -2.5% | -4% | 13%
C#CCNC(=O)c1cc2sccc2n1C | 5% | 2.1% | 5% | 9% | -34% | -0.2% | -0.9% | -17% | 9%
O=C(c1ccco1)n1nc(-c2ccccc2)nc1SCc1ccccc1 | 6% | 2.6% | 18% | 4% | -18% | -0.1% | 0.1% | -60% | -37%
Cc1cccc(NC(=O)c2ccccc2NC(=O)CCC(=O)O)c1 | -2% | -3.0% | 16% | -2% | 15% | -0.4% | 0.3% | -7% | 26%
O=C(COc1ncnc2sccc12)NC1CCCc2ccccc21 (stereo not drawn) | 1% | 1.2% | -1% | 6% | -10% | 0.1% | 0.4% | -37% | 1%
N#CC(c1ccc(Cl)cc1)c1nc2ccccc2nc1C(F)(F)F (stereo not drawn) | 12% | -2.2% | 12% | -3% | 3% | 0.0% | 3.3% | 29% | 11%
Cc1ccc(C(=O)NCCSC(C)(C)C)cc1[N+](=O)[O-] | -2% | -0.3% | -2% | 11% | · | 0.2% | -0.6% | -37% | -25%
O=C(C1CCCO1)N1CCN(C(=S)Nc2ccc(F)cc2)CC1 (stereo not drawn) | 4% | 0.2% | -1% | 8% | -29% | 0.2% | 6.9% | -24% | 2%
O=C(CCc1nnc(-c2ccc3c(c2)OCO3)o1)N(Cc1ccncc1)CC1CCCO1 (stereo not drawn) | 3% | -0.7% | 14% | -2% | -36%[20 µM] | -0.1% | · | -17% | 4%
COc1ccc(NC(=O)N2CCC(CO)(CC3CCCCO3)CC2)c(OC)c1 (stereo not drawn) | 7% | -1.7% | -7% | 12% | 36% | 0.4% | 4.3% | -4% | -10%
CC(C)C(C)NC(=O)CN1C(=O)NC2(CCCc3ccccc32)C1=O (stereo not drawn) | 9% | -1.6% | 1% | 10% | -26% | 0.6% | -2.6% | -37% | 11%
Cc1ccc(OCc2ccc(C(=O)NN)o2)cc1C | 7% | -1.9% | 0% | 13% | 6% | 0.0% | 1.0% | -8% | -58%
COc1ccc(-c2cc(C(F)(F)F)nc(N)n2)cc1 | 11% | -0.7% | -2% | 7% | -16% | -0.1% | -6.5% | -31% | 0%
CCOC(=O)N1CCN(C(=O)c2cc3c(-c4ccc(Cl)cc4)nn(C)c3s2)CC1 | 21% | 0.6% | 0% | 3% | 18% | -0.1% | 3.2% | 0% | -1%
CC1CCN(CCCCOc2cccc(Br)c2)CC1 | 31% | 0.0% | 13% | 1% | -16% | -0.2% | 2.5% | -3% | -10%
Cc1onc(-c2ccccc2)c1-c1nc2cc(Cl)ccc2c(=O)o1 | · | 2.3% | 2% | 23% | -66% | 0.2% | 3.0% | -5% | 16%
CCOC(=O)c1c(-n2c(C)cc(C=O)c2C)sc2c1CCCC2 | 7% | 0.8% | 8% | 2% | 14% | 0.3% | -1.6% | 14% | 10%
CCN(CC)CCCNc1nc(SC)nc2sc3c(c12)CCN(C)C3 | · | -0.3% | 9% | 8% | -5% | 0.0% | -1.1% | -2% | -4%
Cn1c(=O)oc2cc(S(=O)(=O)NCCCN3CCCC3=O)ccc21 | 5% | 1.6% | -6% | 0% | -15% | -0.1% | -0.3% | 7% | -12%
O=C1NC(c2ccco2)Nc2sc3c(c21)CCN(Cc1ccccc1)C3 (stereo not drawn) | 14% | -1.4% | 4% | 8% | 15% | -0.2% | -11% | -6% | -4%
OC(COc1ccc(Cl)cc1Cl)Cn1ccnc1 (stereo not drawn) | 7% | 0.0% | 3% | 10% | 18% | -0.1% | -2.9% | -2% | 6%
CN(c1ccc(C(=O)O)cc1)S(=O)(=O)c1ccccc1 | 10% | 0.7% | -8% | 8% | 10% | -0.2% | 6.3% | 1% | 8%
CCOC(=O)N1CCC(NC(=O)c2cnn3c2NC(c2ccco2)CC3C(F)(F)F)CC1 (stereo not drawn) | -7% | 19% | -10% | 52% | 30% | -0.1% | 3.4% | -2% | 26%
COc1cc([N+](=O)[O-])ccc1NC(=O)Oc1ccc(NC(C)=O)cc1 | ? | -0.1% | 3% | 8.8µM* | 29% | -0.1% | 7.5% | -13% | -11%
Fc1ccc(-n2nnc(-c3ccnc4ccccc34)n2)cc1 | 9% | 0.1% | 5% | 5% | -7% | -0.1% | 1.3% | -24% | -113%
Nc1ccccc1SCc1ccccc1 | 4% | 2.0% | -5% | 18% | -9% | 0.1% | 6.6% | -28% | -12%
COc1ccc(C(=O)NCc2ccccc2OC)c(OC)c1 | 10% | -0.9% | -2% | 4% | -36% | 0.6% | -12% | -5% | 16%
O=C1COc2ccc(C(=O)c3ccccc3C(=O)O)cc2N1 | 3% | 3.5% | -7% | -12% | -6% | -0.5% | -1.1% | -28% | -7%
COC(=O)Nc1ccc(C)cc1NC(=O)OC | 2% | -1.3% | -5% | -3% | 35% | -0.2% | -0.4% | -15% | 17%
Cc1ccc(C(=O)OCC(=O)c2ccc[nH]2)s1 | 8% | -2.4% | 4% | 12% | -9% | 0.1% | 0.5% | -34% | -2%
CC(C)c1[nH]nc2c1C(c1ccc(OC(=O)c3ccco3)cc1)C(C#N)=C(N)O2 (stereo not drawn) | 2% | 2.6% | 12% | 21% | -7% | -0.3% | -4.4% | -1% | 20%
CC(C)Cn1c(=O)oc2ccccc21 | -67% | -1.5% | 2% | 24% | 1%[20 µM] | -0.3% | -2.5% | -32% | 2%
Cc1ccc(CC(=O)NCC(C)C)cc1 | 0% | -3.4% | -3% | -1% | -2% | -0.2% | -3.3% | -2% | 16%
COc1ccc(Nc2ccccc2N)cc1 | ? | 1.9% | -11% | 12% | 9% | 0.6% | 1.2% | 25% | -28%
CN(CC1CCCO1)S(=O)(=O)c1ccc(C(=O)Nc2ccc(F)cc2)cc1 (stereo not drawn) | 6% | -1.8% | -44% | 21% | 9% | 0.0% | 14% | 36% | 10%
c1ccc(Oc2ccc(-c3ccnc4ncnn34)cc2)cc1 | 4% | -0.5% | -5% | -2% | -59%[20 µM] | -0.1% | -2.4% | 2% | 12%
CCCCc1cc2c(c(NC(=O)CC)n1)c(=O)oc1ccccc12 | 0% | -0.9% | 4% | -8% | 22% | -0.2% | 3.5% | -29% | -5%
CC(=O)COC(=O)C1=NN(c2ccccc2)C(=O)CC1 | · | 0.9% | 0% | -2% | -21% | 0.0% | -1.3% | -7% | 7%
Cc1ccc(S(=O)(=O)N(C)c2ccc(C(=O)N3CCCCC3)cc2)cc1 | 3% | 2.4% | 9% | 1% | -25% | 0.2% | 3.3% | -13% | 20%
CCOc1cccc(CN2CCCC(CNC(=O)c3cccc(OC)c3OC)C2)c1 (stereo not drawn) | 5% | -0.6% | -2% | 2% | 14% | -0.1% | 2.0% | -22% | 8%
CC(C)[C@H](NC(=O)c1ccccc1)C(=O)OCc1nc2scc(-c3ccccc3)c2c(=O)[nH]1 | 7% | -0.4% | 0% | 4% | -44% | 0.1% | 1.7% | 3% | 18%
COc1ccccc1C(c1nnnn1Cc1ccccc1)N1CCN(c2nc3ccccc3s2)CC1 (stereo not drawn) | 4% | -0.5% | 10% | 9% | 3% | -0.2% | 0.2% | -5% | 5%
Cc1cc(C)c(S(=O)(=O)N2CCN(c3ccc([N+](=O)[O-])c(NCC4CCCO4)c3)CC2)c(C)c1 (stereo not drawn) | 3% | 3.3% | -1% | 4% | 8% | -0.1% | -3.9% | · | 14%
CC(C)CC(NC(=O)C1CCCN1C(=O)OC(C)(C)C)C(=O)NCC(N)=O (stereo not drawn) | 1% | 1.3% | 10% | -1% | -21% | -0.1% | 5.1% | 2% | 18%
N#CC1=C(N)Nc2ncnn2C1c1ccc(F)cc1 (stereo not drawn) | 11% | 1.4% | -2% | 5% | 0% | -0.2% | -0.6% | -31% | 1%
Cc1nc2nc(SCc3ccc([N+](=O)[O-])cc3)[nH]c2cc1Br | 11% | 0.5% | -1% | 19% | 6% | -0.3% | -1.4% | -9% | -1%
NC(=O)COC(=O)CN1C(=O)C2CCCCC2C1=O (stereo not drawn) | 8% | -1.5% | 7% | 17% | -36% | 0.4% | -5.0% | -9% | 13%
Cc1ccc(/C=C/C(=O)NCc2ccccn2)o1 | 13% | 18% | 5% | 13% | -2% | -0.2% | 0.8% | -8% | 14%
CCCCNC(=O)C1(NC(=O)Nc2ccc(C)cc2)CCCCC1 | · | -0.5% | 3% | 8% | -39% | -0.2% | -1.6% | -3% | 3%
CCN1CC(c2ccccc2)C(c2ccc(Cl)cc2)=N1 (stereo not drawn) | 4% | -0.1% | 8% | 2% | · | -0.2% | 2.8% | -21% | 4%
CC1CCN(CC(=O)n2c3c(c4ccccc42)CCCC3)CC1 | 4% | -1.0% | 17% | 4% | 5% | -0.1% | 1.2% | 8% | -2%
COc1c(O)cccc1/C=N/NC(=O)Cn1ccnc1C | 5% | 4.6% | -10% | 20% | -1% | -0.3% | -0.1% | -6% | 14%

Screening data (PubChem BioAssay)

Some of the compounds tested; rates above refer to the full screens.
